GAA inh: qHTS Assay for Inhibitors of Human alpha-Glucosidase as a Potential Chaperone Treatment of Pompe Disease; Potency, µM (doses to about 76.9 µM), for inactives: at the highest dose activity change, negative = inhibition, actives largely listed as inhibitors; AID 1466, 2008; Lysosomal alpha-glucosidase (Homo sapiens), P10253; actives 0.005% (n = 200,000); purified human GAA, 4-MU-alpha-glucoside fluorescence;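 note: plate controls were uninhibited enzyme wells for no effect and no-enzyme background for full effect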
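AC50 values come from Hill fits of compound titrations (up to 77 uM) against 4 nM human enzyme. Substrate 4-methylumbelliferyl-alpha-D-pyranoside at 400 uM, pH 5.0 citrate buffer, 20 min room temperature; fluorescence Ex 365/Em 440 after alkaline stop.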
HTT ATP protect: qHTS Multiplex Assay to Identify Dual Action Probes in a Cell Model of Huntington: Cytoprotection (ATP); PC12 HTT-Q103 induced, cytoprotection, ATP luminescence, 40 h; actives 0.14% (n = 230,000); Potency, µM (top dose mostly 56.4 µM), for inactives: cytoprotection (ATP increase), actives largely listed as activators;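 note: % of control where 0% means no effect; nearly all actives have a fitted effect of over 45% in size; toxic huntingtin expression switched on by the ecdysone agonist tebufenozide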
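ATP quantification (ATPlite) reports survival of PC12 cells in which tebufenozide, 100 nM final, switches on Htt exon 1 with 103 glutamines linked to GFP; compounds are titrated.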
GAA spleen mod: qHTS Assay for Inhibitors and Activators of Human alpha-Glucosidase From Spleen Homogenate. human spleen homogenate, 4-MU-alpha-glucoside fluorescence. actives 0.006% (n = 240,000). Potency, µM (highest dose often 79.9 µM), for the others: top-dose activity change, negative = inhibition, hits mostly inhibitors. Lysosomal alpha-glucosidase (Homo sapiens), P10253;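 note: 0% = enzyme with vehicle and -100% = no enzyme basal signal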
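Compounds were titrated against alpha-glucosidase in spleen homogenate at pH 5.0, with 1 mM 4-methylumbelliferyl substrate for 40 min at 37 C. Reactions were quenched with pH 10 NaOH/glycine and fluorescence measured.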
Tau fluor cs: Counterscreen qHTS for Inhibitors of Tau Fibril Formation, Fluorescence Polarization | tau K18 P301L Alexa594 fluorescence, heparin fibrillization | actives 0.93% (n = 280,000) | Potency, µM (titrated, usually from 57.7 µM), for the others: at the highest dose activity change, negative = decrease; note: % is set by controls: 0 for no effect and ±100 for the full control effect; nearly all actives have a fitted effect of over 55% in size
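Human tau K18 P301L (15 uM unlabeled, 0.24 uM Alexa 594-labeled) in 100 mM sodium acetate pH 7 with 20 uM heparin, 6 hr at 37 C. ThT 30 uM added, 1 hr ambient; Alexa 594 FP and total fluorescence read at 555/632 nm.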
Tau fibril ThT: qHTS for Inhibitors of Tau Fibril Formation, Thioflavin T Binding | recombinant tau K18 P301L (four-repeat tau fragment), heparin-induced fibrillization, ThT fluorescence | AID 1460, 2008 | Microtubule-associated protein tau (Homo sapiens), P10636 | actives 2.1% (n = 270,000) | Potency, µM (doses to about 57.4 µM), for the others: at the highest dose activity, negative = inhibition, actives largely listed as inhibitors; note: % is set by controls: 0 for no effect and ±100 for the full control effect; nearly all actives have a fitted effect of over 55% in size
Target sequence (P10636 561-689 P618L limits assumed): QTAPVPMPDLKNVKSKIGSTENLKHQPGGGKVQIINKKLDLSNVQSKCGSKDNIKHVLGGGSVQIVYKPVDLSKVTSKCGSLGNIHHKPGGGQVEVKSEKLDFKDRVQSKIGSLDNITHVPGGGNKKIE
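In this qHTS, human K18 P301L tau is incubated with compound and heparin for 6 hr at 37 C, and Thioflavin T fluorescence then reports fibril load.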
Tau FP inhib: qHTS for Inhibitors of Tau Fibril Formation, Fluorescence Polarization | Microtubule-associated protein tau (Homo sapiens), P10636 | K18 P301L tau heparin fibrillization, Alexa594 FP, 6 h | Potency, µM (highest dose often 57.7 µM), for the others: at the top dose activity, negative = inhibition, most hits filed as inhibitors | actives 0.39% (n = 280,000); note: % is set by controls: 0 for no effect and ±100 for the full control effect; nearly all actives have a fitted effect of over 55% in size
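Human tau K18 […] P301L fragment, 15 uM unlabeled plus 0.24 uM Alexa 594-labeled tau (final), with compound and 20 uM heparin in 100 mM sodium acetate pH 7; 6 hr at 37 C, then Alexa 594 FP read.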
GAA glycogen: qHTS Assay for Inhibitors and Activators of Human alpha-Glucosidase Cleavage of Glycogen; Lysosomal alpha-glucosidase (Homo sapiens), P10253; recombinant GAA, glycogen substrate, Amplex Red glucose oxidase fluorescence; Potency, µM (highest dose often 76.4 µM), inactives show at the highest dose activity change, negative = inhibition, hits mostly inhibitors; actives 0.38% (n = 300,000); AID 2100, 2009;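 note: 0% = full enzyme reaction and -100% = no-enzyme basal signal; the screen sought inhibitors and activators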
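Recombinant human enzyme (4 nM); glycogen substrate; 37 C, 40 min, pH 5.0. Readout: coupled glucose oxidase/Amplex Red fluorescence.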
aGal spleen mod: qHTS Assay for Inhibitors and Activators of Human alpha-Galactosidase From Spleen Homogenate. Potency, µM (titrated, usually from 80 µM), inactives show at the top dose activity change, negative = inhibition, usual class: inhibitors. actives 0.008% (n = 240,000). human spleen homogenate, 4MU-alpha-Gal fluorescence, 40 min. Alpha-galactosidase A (Homo sapiens), P06280;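 note: 0% = enzyme with vehicle and -100% = no enzyme basal signal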
Target sequence (P06280 32-429 limits assumed): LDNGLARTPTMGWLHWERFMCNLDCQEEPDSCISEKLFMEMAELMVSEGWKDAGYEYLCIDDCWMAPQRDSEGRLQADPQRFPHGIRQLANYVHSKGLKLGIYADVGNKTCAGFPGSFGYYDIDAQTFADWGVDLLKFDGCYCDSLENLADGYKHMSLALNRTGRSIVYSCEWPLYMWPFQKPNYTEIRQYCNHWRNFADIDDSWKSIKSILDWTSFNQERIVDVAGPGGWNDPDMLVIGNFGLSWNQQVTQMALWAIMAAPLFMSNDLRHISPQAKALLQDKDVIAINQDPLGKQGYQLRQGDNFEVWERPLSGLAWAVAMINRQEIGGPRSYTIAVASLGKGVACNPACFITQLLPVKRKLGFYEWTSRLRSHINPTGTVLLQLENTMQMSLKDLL
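Human spleen homogenate (1 ug) was the enzyme source, with 4-methylumbelliferyl-alpha-D-galactopyranoside (1 mM final) in pH 5.0 citrate buffer with 0.01% Tween-20. Compounds were titrated; after 40 min at 37C, NaOH/glycine stop, 4-MU fluorescence read; AC50 from Hill fits.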
Starred values were filed as active, the others as inactive; [ ] = remark or other dose. Calls come from the whole dose curve; as a rule, active = well fitted curve in the direction sought with a large enough effect; inconclusive = small, poorly fitted or top-dose-only effect, or another doubt; inactive = no such curve, though single readings can be large; an effect the other way counts as inactive or inconclusive. Potency is the fitted concentration of half-maximal effect.

Results for COc1cc(OC)cc(-c2cc3nc(C)c(CCC(=O)O)c(=O)n3[nH]2)c1 ?
GAA inh: 6%; HTT ATP protect: -10%; GAA spleen mod: 2%; Tau fluor cs: -9%; Tau fibril ThT: -13%; Tau FP inhib: 8%; GAA glycogen: 6%; aGal spleen mod: 9%

Results for COc1cc(C)c(NC(=S)NCCCN2CCOCC2)cc1OC ?
GAA inh: 1%; HTT ATP protect: -16%; GAA spleen mod: 3%; Tau fluor cs: 1%; Tau fibril ThT: -5%; Tau FP inhib: -9%; GAA glycogen: -5%; aGal spleen mod: 6%

What do the screens show for `COc1cccc(NC(=O)c2cc(Cl)nnc2Cl)c1`?
GAA inh: 1%; HTT ATP protect: 9%[10 µM]; GAA spleen mod: -2%; Tau fluor cs: -6%; Tau fibril ThT: -13%; Tau FP inhib: -7%; GAA glycogen: 8%; aGal spleen mod: -7%

How did CC(=O)c1ccc(OCC(=O)c2cc(C)n(-c3ccc4c(c3)OCO4)c2C)cc1 do in these assays?
GAA inh: 3%; HTT ATP protect: 1%[10 µM]; GAA spleen mod: -1%; Tau fluor cs: 1%; Tau fibril ThT: inconclusive; Tau FP inhib: 10%; GAA glycogen: -1%; aGal spleen mod: -13%

How did Cn1c(COc2ccccc2)nnc1SCC(=O)Nc1ccc2c(c1)OCO2 do in these assays?
GAA inh: -9%; HTT ATP protect: -17%; GAA spleen mod: -6%; Tau fluor cs: -9%; Tau fibril ThT: -12%; Tau FP inhib: 6%; GAA glycogen: -1%; aGal spleen mod: -2%

Results for O=C(CSc1nc2ccccc2n1CC(=O)N1CCCC1)Nc1ccc2c(c1)OCO2 ?
GAA inh: -5%; HTT ATP protect: -4%; GAA spleen mod: 1%; Tau fluor cs: 3%; Tau fibril ThT: -6%; Tau FP inhib: 4%; GAA glycogen: 3%; aGal spleen mod: -3%

How did CCc1nnc(NC(=O)CSc2nnc(-c3ccoc3C)n2CC(C)C)s1 do in these assays?
GAA inh: -1%; HTT ATP protect: 6%; GAA spleen mod: 7%; Tau fluor cs: 6%; Tau fibril ThT: 1%; Tau FP inhib: -3%; GAA glycogen: 29%; aGal spleen mod: 6%

How did O=C(NCCO)/C(=C\c1ccc2c(c1)OCO2)NC(=O)c1ccc(Br)cc1 do in these assays?
GAA inh: 0%; GAA spleen mod: 5%; Tau fluor cs: -9%; Tau fibril ThT: -5%; Tau FP inhib: -8%; GAA glycogen: 0%; aGal spleen mod: 5%

What do the screens show for `CN(C)c1ccc(/C=N/NC(=O)c2ccco2)cc1`?
GAA inh: -4%; HTT ATP protect: -18%[10 µM]; GAA spleen mod: -1%; Tau fluor cs: -17%; Tau fibril ThT: inconclusive; Tau FP inhib: -8%; GAA glycogen: 8%; aGal spleen mod: -4%

What do the screens show for `O=C(CN1C(=O)c2ccccc2S1(=O)=O)N1CCN(c2ccccc2)CC1`?
GAA inh: -3%; HTT ATP protect: inconclusive; GAA spleen mod: -13%; Tau fluor cs: 1%; Tau fibril ThT: -4%; Tau FP inhib: -5%; GAA glycogen: 7%; aGal spleen mod: 2%

How did O=C(CNC(=O)c1cccc(Cl)c1)N/N=C/c1cccnc1 do in these assays?
GAA inh: -5%; HTT ATP protect: 1%[10 µM]; GAA spleen mod: -4%; Tau fluor cs: 13%; Tau fibril ThT: 3%; Tau FP inhib: inconclusive; GAA glycogen: -9%; aGal spleen mod: -6%

What do the screens show for `Cc1ccccc1NC(=S)Nc1cccc([N+](=O)[O-])c1`?
GAA inh: 2%; HTT ATP protect: -20%; GAA spleen mod: -1%; Tau fluor cs: -10%; Tau fibril ThT: -14%; Tau FP inhib: -2%; GAA glycogen: -4%; aGal spleen mod: -14%

Ordered by number of heavy atoms (high to low): 3 of the compounds above
Results for O=C(CSc1nc2ccccc2n1CC(=O)N1CCCC1)Nc1ccc2c(c1)OCO2 ?
GAA inh: -5%; HTT ATP protect: -4%; GAA spleen mod: 1%; Tau fluor cs: 3%; Tau fibril ThT: -6%; Tau FP inhib: 4%; GAA glycogen: 3%; aGal spleen mod: -3%

What do the screens show for `O=C(CN1C(=O)c2ccccc2S1(=O)=O)N1CCN(c2ccccc2)CC1`?
GAA inh: -3%; HTT ATP protect: inconclusive; GAA spleen mod: -13%; Tau fluor cs: 1%; Tau fibril ThT: -4%; Tau FP inhib: -5%; GAA glycogen: 7%; aGal spleen mod: 2%

Results for COc1cc(OC)cc(-c2cc3nc(C)c(CCC(=O)O)c(=O)n3[nH]2)c1 ?
GAA inh: 6%; HTT ATP protect: -10%; GAA spleen mod: 2%; Tau fluor cs: -9%; Tau fibril ThT: -13%; Tau FP inhib: 8%; GAA glycogen: 6%; aGal spleen mod: 9%

The list continues:
What do the screens show for `Cc1sc(NC(=O)c2cccs2)nc1-c1ccccc1`?
GAA inh: -4%; HTT ATP protect: 4%; GAA spleen mod: -5%; Tau fluor cs: -3%; Tau fibril ThT: 6%; Tau FP inhib: -10%; GAA glycogen: -11%; aGal spleen mod: 3%

Results for COc1ccc(CCNC(=O)C2CCCN(c3nc(C)cc(C)n3)C2)cc1 (stereo not drawn) ?
GAA inh: -2%; HTT ATP protect: 6%; Tau fluor cs: -7%; Tau fibril ThT: -6%; Tau FP inhib: -2%; GAA glycogen: 5%; aGal spleen mod: 4%

How did CCCc1nc2ccccc2c(=O)n1/N=C/c1ccc(O)c(O)c1 do in these assays?
GAA inh: inconclusive; HTT ATP protect: -10%[0.074 µM]; GAA spleen mod: -17%; Tau fluor cs: -21%; Tau fibril ThT: -11%; Tau FP inhib: 2%; GAA glycogen: 11µM*; aGal spleen mod: -5%

Results for Cc1cc(C)n(-c2ccc(C(=O)Oc3ccc4c(c3)OCO4)cc2)n1 ?
GAA inh: -5%; HTT ATP protect: 19%; GAA spleen mod: -16%; Tau fluor cs: -3%; Tau fibril ThT: inconclusive; Tau FP inhib: 7%; GAA glycogen: -9%; aGal spleen mod: 1%

How did Cn1c(C(=O)NCCc2c[nH]c3ccccc23)cc2sccc21 do in these assays?
GAA inh: -12%; HTT ATP protect: -8%; GAA spleen mod: 1%; Tau fluor cs: inconclusive; Tau fibril ThT: inconclusive; Tau FP inhib: inconclusive; GAA glycogen: 25%; aGal spleen mod: -3%

Results for COc1ccccc1NC(=O)CSc1oc(-c2cccs2)nc1S(=O)(=O)c1ccccc1 ?
Tau fluor cs: inconclusive; Tau fibril ThT: -5%; Tau FP inhib: -26%; GAA glycogen: 8%[76.3 µM]

Results for COC(=O)c1c(C(C)=O)c(C)n(C)c1C ?
GAA inh: 5%; HTT ATP protect: 0%[10 µM]; GAA spleen mod: 7%; Tau fluor cs: 2%; Tau fibril ThT: 1%; Tau FP inhib: 3%; GAA glycogen: -10%; aGal spleen mod: 0%

What do the screens show for `CCCCNS(=O)(=O)c1ccc(NC(=O)Cc2ccccc2[N+](=O)[O-])cc1`?
HTT ATP protect: -8%[10 µM]; GAA spleen mod: 0%; Tau fluor cs: -14%; Tau fibril ThT: 8%; Tau FP inhib: -3%; GAA glycogen: 1%; aGal spleen mod: -1%

Results for O=C1CN(C(=O)COC(=O)c2cccnc2Cl)c2ccccc2N1 ?
GAA inh: 4%; HTT ATP protect: inconclusive; GAA spleen mod: -3%; Tau fluor cs: 3%; Tau fibril ThT: 2%; Tau FP inhib: -3%; GAA glycogen: -5%; aGal spleen mod: -9%

What do the screens show for `O=C(NCC(c1cccnc1)N1CCc2ccccc21)C(=O)Nc1ccccc1F` (stereo not drawn)?
Tau fluor cs: inconclusive; Tau fibril ThT: -9%; Tau FP inhib: 6%; GAA glycogen: -3%[76.3 µM]

Results for CCOC(=O)c1c(NC(=O)Cn2nc(C(F)(F)F)cc2C)sc(C)c1C ?
GAA inh: 1%; HTT ATP protect: 6%[1.9 µM]; GAA spleen mod: -3%; Tau fluor cs: 2%; Tau fibril ThT: 1%; Tau FP inhib: 3%; GAA glycogen: 4%; aGal spleen mod: 1%

Results for COc1ccc(Nc2nn(-c3ccc(OC(F)(F)F)cc3)nc2C(C)=O)cc1 ?
Tau fluor cs: -1%; Tau fibril ThT: -3%; Tau FP inhib: 1%; GAA glycogen: 3%[76.3 µM]

How did CCN(CC)S(=O)(=O)c1ccc(-c2nnc(SCC(=O)Nc3nnc(C)s3)n2CC)cc1 do in these assays?
GAA inh: 2%; HTT ATP protect: -5%; GAA spleen mod: 2%; Tau fluor cs: -4%; Tau fibril ThT: -2%; Tau FP inhib: 8%; GAA glycogen: -1%; aGal spleen mod: 4%

What do the screens show for `Cc1ccc(CNC(=O)CCc2ccc(S(=O)(=O)NCC(C)C)cc2)cc1`?
GAA inh: inconclusive; HTT ATP protect: 10%[10 µM]; GAA spleen mod: -14%; Tau fluor cs: -8%; Tau fibril ThT: -2%; Tau FP inhib: -8%; GAA glycogen: -4%; aGal spleen mod: 7%

Results for COc1cc(C(=O)N(CCCN(C)C)c2nc3c(OC)cccc3s2)cc(OC)c1OC ?
Tau fluor cs: 5%; Tau fibril ThT: -3%; Tau FP inhib: -2%; GAA glycogen: 11%[76.3 µM]

Results for CC(=O)Nc1ccc(OC(=O)c2cccnc2)cc1 ?
GAA inh: -5%; HTT ATP protect: -5%[1.9 µM]; GAA spleen mod: 3%; Tau fluor cs: 5%; Tau fibril ThT: 2%; Tau FP inhib: 1%; GAA glycogen: 3%; aGal spleen mod: -2%

What do the screens show for `C/C(=N\NC(=O)c1ccc(CN(C)S(=O)(=O)c2ccc(C)cc2)cc1)c1ccc(OC(F)F)cc1`?
GAA inh: 4%; HTT ATP protect: 2%[10 µM]; GAA spleen mod: 6%; Tau fluor cs: -9%; Tau fibril ThT: -1%; Tau FP inhib: inconclusive; GAA glycogen: -2%; aGal spleen mod: 4%

Screening results from PubChem BioAssay.
